From PubChem
SKN-1 block = C. elegans SKN-1 inhibition. 0.49% of 360,000 active. inhibition, % at 21.8 µM. AID 624304. C. elegans VP596 Pgst-4::GFP/RFP ratio, acrylamide-induced, 24 h;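 active = interference check ratio from 0.5 to 1.5 plus GFP to RFP signal ratio inhibition reaching or exceeding a fixed threshold, cut at about 30% in these data, passing the limit was not always enough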; note: some compounds called inactive have numbers as strong as hits
NRP1-CendR mod = NRP-1/CendR interaction modulation | AID 602438 | O14786 | inhibition, % at 25 µM | FAM-RPARPAR peptide binding to NRP-1, fluorescence polarization | 0.85% of 360,000 active;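 active = inhibition or corrected inhibition above about 18%, plus a signal ratio from 0.5 to 1.5, limit read from the data, passing the limit was not always enough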; note: strong numbers were not always called active
Target sequence (O14786 whole entry, looked up): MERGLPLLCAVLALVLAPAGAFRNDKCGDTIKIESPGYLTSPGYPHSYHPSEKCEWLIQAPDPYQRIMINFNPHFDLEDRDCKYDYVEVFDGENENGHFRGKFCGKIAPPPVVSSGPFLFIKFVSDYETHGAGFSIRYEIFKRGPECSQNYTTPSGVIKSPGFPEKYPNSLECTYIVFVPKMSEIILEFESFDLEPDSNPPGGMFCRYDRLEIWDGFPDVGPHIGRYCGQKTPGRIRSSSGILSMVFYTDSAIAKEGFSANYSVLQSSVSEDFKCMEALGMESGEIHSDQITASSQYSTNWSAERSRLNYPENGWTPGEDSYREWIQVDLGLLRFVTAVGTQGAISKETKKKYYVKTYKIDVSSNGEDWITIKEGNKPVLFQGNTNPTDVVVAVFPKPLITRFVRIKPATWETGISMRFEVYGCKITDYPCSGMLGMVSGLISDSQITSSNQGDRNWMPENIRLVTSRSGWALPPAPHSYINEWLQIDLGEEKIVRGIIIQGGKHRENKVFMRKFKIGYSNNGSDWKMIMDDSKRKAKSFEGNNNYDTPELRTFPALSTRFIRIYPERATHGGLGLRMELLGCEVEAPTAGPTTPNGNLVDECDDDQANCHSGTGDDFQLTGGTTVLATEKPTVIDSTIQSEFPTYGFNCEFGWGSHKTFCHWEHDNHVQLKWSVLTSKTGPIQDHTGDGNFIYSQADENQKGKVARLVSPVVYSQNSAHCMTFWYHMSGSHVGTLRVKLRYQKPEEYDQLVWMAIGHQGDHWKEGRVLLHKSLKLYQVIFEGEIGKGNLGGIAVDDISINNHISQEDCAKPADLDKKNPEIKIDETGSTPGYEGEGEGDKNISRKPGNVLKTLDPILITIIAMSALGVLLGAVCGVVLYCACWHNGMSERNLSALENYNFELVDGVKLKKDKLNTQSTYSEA
NadD inh = blocks S. aureus nicotinate mononucleotide adenylyltransferase. purified NadD enzyme, colorimetric absorbance read-out. inhibition, % at 20 µM. 0.78% of 360,000 active; in the data active = inhibition above about 26%; note: some compounds past the cut are filed as inactive
LMPTP block = blocks human LMPTP phosphatase | P24666 | recombinant LMPTP-A, OMFP fluorogenic substrate, fluorescence intensity | inhibition, % at 20 µM | 0.22% of 360,000 active | AID 651560;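 active = compounds that cut the enzyme signal by at least half of the control window in the single-dose screen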;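 note: plate controls were DMSO wells with enzyme plus substrate for no effect and substrate without enzyme for full effect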
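Test system: LMPTP-A, protein tyrosine phosphatase of low molecular weight; Input: 0.625 nM enzyme; Incubation: 50 min dark incubation at room temperature; Signal: endpoint fluorescence intensity from OMFP dephosphorylation; Read-out basis: % inhibition versus control wells.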
TbMetRS inhib = Trypanosoma brucei MetRS inhibition; purified T. brucei MetRS, ATP depletion, Kinase-Glo luminescence; inhibition, % at 11.9 µM; 0.4% of 360,000 active; AID 624268;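 active = inhibition above a per-plate cutoff of the control wells' mean inhibition plus 3 SD, cut at about 5.5% in these data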;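 note: 0% = DMSO wells median and 100% = median of wells with control inhibitor compound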
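Assay system: T. brucei methionyl-tRNA synthetase, purified | Medium: HEPES buffer with MgCl2, KCl, DTT, spermine, BSA, pyrophosphatase | Compound: 11.9 µM single point | Incubation: 15 min enzyme-compound preincubation, 2 h reaction, 10 min detection, 25 °C | Measured by: Kinase-Glo luciferase luminescence reporting remaining unconsumed ATP | Measure: % inhibition normalized to control-well medians | Replication: Singlicate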
Neddyl block = blocks human cullin neddylation. 0.58% of 360,000 active. P61081+Q13564. TR-FRET cullin neddylation, biochemical. calls only at 25 µM; in the data active = inhibition above about 36%
STEP block = blocks human striatal-enriched tyrosine phosphatase; P54829; recombinant STEP, OMFP fluorogenic substrate, fluorescence; inhibition, % at 20 µM; 0.25% of 360,000 active;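 active = inhibition at 20 µM, scaled per plate between control wells, above about 37%, limit read from the data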;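 note: 0% = DMSO with enzyme and substrate and 100% = substrate only without enzyme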
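Material: STEP (striatal-enriched tyrosine phosphatase) enzyme, cell-free; Compound dosing: 20 µM single dose in 1% DMSO; Technique: fluorescence read at 480 nm ex / 540 nm em; Times: reaction 20 min, ambient temperature; Medium: 50 mM Bis-Tris pH 6.0 with 2.5 mM DTT and 0.005% Tween 20; Also added: OMFP at 25 µM.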
Scp1 inh = blocks human Scp-1 phosphatase activity. Q9GZU7. Recombinant Scp1, phosphopeptide, malachite green phosphate absorbance. inhibition, % at 20 µM. 0.88% of 340,000 active;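 active = inhibition above about 50% at 20 µM, limit read from the data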;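 note: plate controls were DMSO wells with enzyme for no effect and wells lacking enzyme for full effect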
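Test system: SCP-1 catalytic domain; Buffer or medium: Acidic Tris acetate buffer with magnesium and detergent; Also added: Phosphorylated 17-residue peptide substrate; Compound: single 20 µM dose, 1% DMSO; Schedule: enzyme reaction 45 min at room temperature, colour 5 min, stabilisation 30 min; Signal: Phosphate-binding colour reagent, absorbance read at 630 nm.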
SUMO1 PPI mod = SUMO1-SIM interaction modulation | P63165 | SUMO1 binding to a labelled peptide, TR-FRET, 1 h | inhibition, % at 20 µM | 0.33% of 360,000 active | AID 602429; in the data active = inhibition above about 37%
Target sequence (P63165 whole entry, looked up): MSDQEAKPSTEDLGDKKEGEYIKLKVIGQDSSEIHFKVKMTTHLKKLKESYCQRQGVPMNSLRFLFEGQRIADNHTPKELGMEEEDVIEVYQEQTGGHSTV
DNMT1 inh = DNMT1 (human) enzyme inhibition. P26358. DNMT1 molecular beacon, Hinp1I cleavage, fluorescence. inhibition (reported as % activation of signal), % at 10 µM. 0.83% of 360,000 active; in the data active = inhibition above about 50%
An asterisk follows results filed as active; i = inactive; nt = not tested or not shown; + = active, no number.

SMILES	SKN-1 block	NRP1-CendR mod	NadD inh	LMPTP block	TbMetRS inhib	Neddyl block	STEP block	Scp1 inh	SUMO1 PPI mod	DNMT1 inh
COc1cc(C(=O)NCc2ccc(C)cc2)ccc1OCc1c(C)noc1C	3	17	-2	-2.3	-0.3	i	1	-4	-1	-2
COc1ccc(OCC(O)CNC(=O)Nc2cccc3ccccc23)cc1 (centres undefined)	-6	-1	-8	-1.2	-0.1	i	4	-20	-6	2
CCC(C)(C(=O)NC1CCCC1)N(C(=O)c1cnccn1)c1c(C)n(C)n(-c2ccccc2)c1=O (centres undefined)	19	-13	1	-0.9	0.0	i	-4	-9	2	-1
COC(=O)c1ccc(CNC(=O)C2CCC(=O)N(C3CCCCCC3)C2)cc1 (centres undefined)	8	12	-5	-0.6	0.1	i	1	-3	2	0
COc1ccc(NC(=O)CN2C(=O)NC(CC(C)C)C2=O)cc1S(=O)(=O)N1CCOCC1 (centres undefined)	5	2	0	-1.5	-0.1	i	-2	-3	1	2
O=C(O)C/C=C(/NC(=O)OCc1ccccc1)C(=O)OCc1ccccc1	-3	-2	-8	0.2	-0.7	i	1	-2	-3	1
COCC(=O)Nc1nc(-c2ccc(C)cc2)c(C)s1	0	-4	-3	0.7	-0.3	i	-1	7	0	-1
CCCCCCCCCC(=O)N[C@@H]1c2cc(OC)c(OC)cc2C[C@H]1OCc1ccccc1	7	-14	2	1.0	0.2	i	2	-4	2	3
O=C(CN1C(=O)c2ccccc2C1=O)Nc1ccc(S(=O)(=O)N2CCOCC2)cc1	-9	17	-4	0.2	0.1	i	5	-7	-2	1
CC(C)(C)c1ccc(C(=O)NCCC(=O)NCc2cccs2)cc1	0	-4	1	0.1	-0.6	i	0	-5	1	12
Cc1cc(C(=O)N2CCc3c([nH]c4ccccc34)C2c2c(F)cccc2Cl)no1 (centres undefined)	2	-2	-1	-0.1	0.0	i	-1	-4	11	-2
COc1ccccc1-c1noc(CCC(=O)NC2CCCC2)n1	-9	11	-2	-0.3	-0.1	i	5	-5	-1	-2
O=C(Cc1c(F)cccc1Cl)NCC(=O)OCc1ccccc1	3	-2	-4	-0.3	-0.2	i	1	-11	1	-8
CCC(C(=O)Nc1ccc2c(c1)OCCO2)c1ccccc1 (centres undefined)	12	9	-4	0.6	-0.7	i	-1	-5	-2	5
CN(c1ccc(C(=O)N2CCc3ccccc3C2)cc1)S(C)(=O)=O	15	-1	6	0.7	-0.5	i	2	-5	1	-9
COc1ccc(NC(=O)c2nc[nH]c2C(=O)N2CCC(C)CC2)cc1	7	25*	-1	1.3	-0.2	i	-1	0	2	1
Cc1ccc(S(=O)(=O)Nc2nc3ccccc3nc2NCc2ccc3c(c2)OCO3)cc1C	-2	17	14	0.5	-0.2	i	2	-4	27	-3
CCN(CC(=O)Nc1c(F)cccc1F)C(=O)CCNC(=O)c1ccc([N+](=O)[O-])cc1	0	8	-1	-0.4	-0.4	i	-2	-3	-40	3
O=C(c1ccc(F)cc1)C1CCN(C(=S)Nc2ccc(F)cc2)CC1	26	8	-2	2.0	-0.4	i	4	-5	10	3
CCCOc1ccc(CSC(=N)N)cc1C(=O)OC	-3	8	-5	-0.2	-0.4	i	-2	0	6	1
Cn1nnc(NC(=O)c2cccc(F)c2)n1	-13	6	-1	-1.6	-0.2	i	-2	0	-1	-1
COc1ccc(NC(=O)c2ccc3c(=O)n(CC4CCCO4)c(=S)[nH]c3c2)c(OC)c1 (centres undefined)	-18	-2	3	0.4	-0.5	i	0	-3	6	-5
COc1ccc(NC(C)=O)cc1NC(=O)c1ccc(C#N)cc1	1	6	8	-0.2	0.1	i	1	-5	4	0
Cc1ccc(/C=N/NC(=O)Cn2nnc(N)n2)o1	10	-6	-2	-2.3	-0.4	i	-2	-4	-6	0
COc1ccccc1CCNC(=O)C(=O)NCC1OCCN1S(=O)(=O)c1cccs1 (centres undefined)	6	4	0	0.5	-0.1	i	0	-10	3	-1

Next section, starting with the last 6 of the part before.
SMILES	SKN-1 block	NRP1-CendR mod	NadD inh	LMPTP block	TbMetRS inhib	Neddyl block	STEP block	Scp1 inh	SUMO1 PPI mod	DNMT1 inh
CCCOc1ccc(CSC(=N)N)cc1C(=O)OC	-3	8	-5	-0.2	-0.4	i	-2	0	6	1
Cn1nnc(NC(=O)c2cccc(F)c2)n1	-13	6	-1	-1.6	-0.2	i	-2	0	-1	-1
COc1ccc(NC(=O)c2ccc3c(=O)n(CC4CCCO4)c(=S)[nH]c3c2)c(OC)c1 (centres undefined)	-18	-2	3	0.4	-0.5	i	0	-3	6	-5
COc1ccc(NC(C)=O)cc1NC(=O)c1ccc(C#N)cc1	1	6	8	-0.2	0.1	i	1	-5	4	0
Cc1ccc(/C=N/NC(=O)Cn2nnc(N)n2)o1	10	-6	-2	-2.3	-0.4	i	-2	-4	-6	0
COc1ccccc1CCNC(=O)C(=O)NCC1OCCN1S(=O)(=O)c1cccs1 (centres undefined)	6	4	0	0.5	-0.1	i	0	-10	3	-1
COc1ccc(OC)c(-n2c(-c3cccc(O)c3)n[nH]c2=S)c1	-3	4	0	-0.7	0.1	i	-2	9	3	-1
CCOP(=O)(OCC)c1nc(-c2cccc3ccccc23)oc1NCc1ccccc1	-12	6	-2	4.8	-1.4	nt	0	-8	0	-3
CC(C)CCN1C(=O)c2ccccc2C1c1nnnn1Cc1ccccc1 (centres undefined)	4	4	0	0.2	-0.1	i	nt	nt	-1	nt
CCc1c(C)nc2cc(C)[nH]n2c1=O	0	8	1	-2.8	-0.4	i	2	-10	-1	1
COc1ccc(OC)c(NC(=O)CN(C)CC(=O)Nc2ccccc2Br)c1	-3	-7	-8	-1.7	-1.0	i	2	-8	-4	0
Cc1ccc(S(=O)(=O)c2nc(S(C)(=O)=O)sc2N2CCCCCC2)cc1	1	8	-5	-2.2	-1.3	i	-1	-4	-3	-1
COc1cccc(NC(=O)c2cccc(Cl)c2)c1	4	2	-5	0.1	-0.3	i	1	-3	6	0
O=S(=O)(Nc1ccncc1Cl)c1ccccc1	-8	-8	-2	-1.9	-0.3	i	5	1	-1	0
COCCNC(=O)/C(=C/c1ccccc1Cl)c1ccccc1	-5	2	-1	-0.9	-1.5	i	-2	9	0	-1
CCCCC(=O)NC(=S)Nc1cc([N+](=O)[O-])ccc1OC	9	1	-11	1.5	0.3	i	1	-15	-8	-3
CC(C)(C)Oc1ncc(Br)c(OC(C)(C)C)n1	0	1	0	-1.7	-0.6	i	-1	-1	-2	5
COc1cc(NC(=O)CSC(=S)N2CCCC2)c(OC)cc1Cl	2	5	-4	0.2	-0.3	i	-1	1	2	-1
COc1ccc2nc(N=Nc3ccc(O)c4ccccc34)sc2c1	6	-5	11	10	-0.5	i	6	-2	-6	22
C[C@@H]1O[C@@H](O[C@@H]2C(=O)c3c(O)cc(O)cc3O[C@H]2c2ccc(O)c(O)c2)[C@H](O)[C@H](O)[C@H]1O	-7	14	-2	2.8	0.4	i	2	4	8	14
COc1ccc(-c2cc(C(F)(F)F)nc(N3CCOCC3)n2)cc1	6	-6	3	2.8	0.4	i	-3	-8	-2	4
CCN(CC(=O)Nc1ccc(NC(C)=O)cc1)C(=O)c1ccc2c(c1)OCO2	-5	9	1	-1.6	-0.5	i	0	-7	2	1
COc1ccc(CCNCC(O)COc2cccc(C(C)=O)c2)cc1OC (centres undefined)	14	-7	-6	-0.8	-0.7	i	-2	-16	2	-3
CCC(C)N(C(=O)COc1ccccc1C#N)C1CCS(=O)(=O)C1 (centres undefined)	4	3	1	-1.4	-0.3	i	1	-6	2	1
Cc1c(C)n(Cc2ccc(F)cc2)c2ccc(C(=O)N3CCN(c4ccccn4)CC3)cc12	59*	-22	11	13	-0.5	i	2	0	13	-13
CCOc1ccc2nc(SCC(=O)N(C)C)[nH]c2c1	-1	0	6	-0.8	-0.3	i	1	5	-2	0
Cc1cccc(NC(=O)COc2ccccc2)c1	19	2	-3	-1.1	0.7	i	2	-11	5	1
Cc1csc2nnc(N)n12	-14	9	4	0.8	-1.3	i	-3	39	0	3
Cc1ccc(C(=O)NCc2ccc3c(c2)OCO3)c(Cl)c1	6	-1	1	0.0	-0.3	i	0	nt	0	-1
COc1ccc(-c2nc3cc(C)c(Br)c(C)n3c2Cc2ccsc2)cc1OC	10	-21	13	3.4	-1.4	i	nt	nt	4	nt
O=C(COC(=O)CNC(=O)c1ccccc1)NCCNC(=O)COC(=O)CNC(=O)c1ccccc1	-2	-3	-3	-0.3	-0.2	i	-1	-6	3	0

Additional structures.
SMILES	SKN-1 block	NRP1-CendR mod	NadD inh	LMPTP block	TbMetRS inhib	Neddyl block	STEP block	Scp1 inh	SUMO1 PPI mod	DNMT1 inh
COc1ccc(CCC2(C)NC(=O)N(C(C)C(=O)N3c4ccccc4CC3C)C2=O)cc1 (centres undefined)	3	21	-1	0.0	-0.3	i	3	-6	2	-2
Cc1cccc(NC(=O)CSc2cc(C(=O)c3nccn3C)c3ccccc3n2)c1	-2	-14	-2	0.2	0.4	i	-1	3	-4	3
CC(=O)NCCn1c(SCC(=O)OCc2ccccc2)nc2ccccc2c1=O	10	-6	3	-1.1	-0.8	i	0	-2	2	-1
COc1ccc(-c2cc(NCc3ccccn3)n3ncnc3n2)cc1	11	1	-4	-0.2	-0.9	+	2	6	-1	-2
COc1ccccc1NC(=O)Cn1c(O)c(N=NC(=O)c2ccccc2O)c2ccccc21	0	-6	27	60*	0.6	i	55*	94*	-5	36
CCN1CCc2c(sc(N)c2C(N)=O)C1	2	-41	8	-0.8	-2.0	i	17	-9	-11	-7
CCOc1ccc(N(CC(=O)NCCSc2ccccn2)S(C)(=O)=O)cc1	3	12	1	-0.6	0.3	i	-2	-15	0	2
COc1cccc(-n2c(SCC(=O)NC3CCCCC3)nc3n[nH]c(C)c3c2=N)c1	-53	-10	11	-13	-0.8	i	1	-9	18	-5
CC1CC(=O)N(CC(=O)Nc2ccc(F)cc2F)c2ccccc2S1(=O)=O (centres undefined)	7	7	1	0.0	0.3	i	1	-5	0	0
O=c1ccc(/C=C/c2ccccc2)nn1Cc1ccccc1	-31	0	-7	3.0	-0.4	+	2	-10	-17	-4
CCCCC(=O)N(C)c1c(CC)nc2c(OCc3ccccc3C)cccn12	13	22*	6	0.3	-0.1	i	3	nt	4	1
CS(=O)(=O)/C(C#N)=C/c1cccn1S(=O)(=O)c1ccc([N+](=O)[O-])cc1	6	1	-6	-1.4	-0.2	i	2	nt	-35	-1
COc1ccc(-n2cnc3sc(-c4ccccc4)cc3c2=O)cc1	7	2	4	-0.1	-0.1	i	-1	-13	1	24
